Assay outcomes (PubChem)
NR2E3 ag-1: inhibitors of NR2E3-RetCOR corepressor binding, primary screen, NR2E3 agonist project, biochemical, TR-FRET, GST-NR2E3, biotin-RetCOR. Photoreceptor-specific nuclear receptor (Homo sapiens), Q9Y5X4. 1536-well. inhibition of corepressor binding, % at 4.78 µM. actives 0.12% (n = 320,000). AID 2300, 2010;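 active = percent inhibition above the cutoff of mean plus 3 SD of all tested compounds, set per screening campaign, cut at about 20% in these data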;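 also: 0% = DMSO wells and 100% = biotin wells as full block of FRET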
Target sequence (Q9Y5X4 whole entry, looked up): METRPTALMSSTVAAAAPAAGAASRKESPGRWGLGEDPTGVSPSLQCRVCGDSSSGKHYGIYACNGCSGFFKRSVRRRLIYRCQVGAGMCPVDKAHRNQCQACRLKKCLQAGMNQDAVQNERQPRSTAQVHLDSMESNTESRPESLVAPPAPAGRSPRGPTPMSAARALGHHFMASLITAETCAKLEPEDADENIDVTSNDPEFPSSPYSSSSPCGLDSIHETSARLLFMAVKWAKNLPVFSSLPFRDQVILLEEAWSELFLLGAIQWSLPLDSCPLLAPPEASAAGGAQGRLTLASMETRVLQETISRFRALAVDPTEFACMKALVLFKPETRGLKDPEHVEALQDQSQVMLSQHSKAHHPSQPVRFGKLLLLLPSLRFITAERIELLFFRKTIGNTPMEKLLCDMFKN
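Assay system: NR2E3–RetCOR corepressor complex. Quantity: 1.35 nM GST-NR2E3. Buffer or medium: pH 7.5 Tris-based buffer. Reagent: biotinylated RetCOR corepressor at 7 nM final. Schedule: 5 h at 4 °C. Detection: TR-FRET, emission read at 617 and 671 nm. Replicates: one well per compound, singlicate testing.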
HIF-2a inh: HIF-2a reporter inhibitors, primary screen, luminescence, 786-0 RCC cells; 786-0 RCC cells HIF-2a reporter, luciferase luminescence, overnight; inhibition, % at 18.8 µM; actives 0.72% (n = 360,000); AID 624352, 2012;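 active = inhibition of the luminescence signal of 40% or more relative to plate controls, in a single-dose primary screen at 18.75 µM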
PDI inh: inhibitors of human PDI, primary screen, biochemical, turbidity, single point, plate reader | inhibition, % at 10 µM | PDI insulin aggregation turbidity, A650, 90 min | actives 0.052% (n = 350,000);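 active = mean inhibition across replicates of 30% or more, whatever share of single replicates reach that level; inconclusive = mean inhibition below 30% while every single replicate reaches 30%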;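 also: absorbance from insulin aggregation driven by PDI reduction with DTT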
Target sequence (P07237 whole entry, looked up): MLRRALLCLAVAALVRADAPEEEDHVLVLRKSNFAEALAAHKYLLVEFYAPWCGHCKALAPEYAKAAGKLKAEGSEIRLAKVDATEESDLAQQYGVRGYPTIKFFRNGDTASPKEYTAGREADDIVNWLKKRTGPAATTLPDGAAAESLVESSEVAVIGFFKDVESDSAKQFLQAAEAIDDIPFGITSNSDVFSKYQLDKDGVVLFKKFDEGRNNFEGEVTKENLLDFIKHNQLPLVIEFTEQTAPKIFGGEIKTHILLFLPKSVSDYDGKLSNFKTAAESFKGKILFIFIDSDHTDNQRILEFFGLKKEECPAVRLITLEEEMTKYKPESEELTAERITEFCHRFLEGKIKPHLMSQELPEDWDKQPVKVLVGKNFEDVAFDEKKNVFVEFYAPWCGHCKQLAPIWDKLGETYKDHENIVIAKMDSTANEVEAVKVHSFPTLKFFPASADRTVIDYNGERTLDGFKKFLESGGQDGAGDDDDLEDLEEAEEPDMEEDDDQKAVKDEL
CF NFkB block: inhibitors of PAF-induced NF-kB signaling, primary screen, cell-based, GFP fluorescence, uHTS. KKLEB NF-kB-GFP reporter, GFP fluorescence overnight. inhibition, % at 5 µM. AID 588850, 2011. actives 0.86% (n = 360,000);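 active = at least 50% inhibition at 5 µM, scaled per plate between neutral and stimulator controls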;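 also: PAF is a Pseudomonas aeruginosa culture filtrate used as stimulus; plate controls were PAF-stimulated DMSO wells for no effect and unstimulated DMSO wells for full effect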
CaV13 FRET inh: Primary screen for inhibitors of IQ motif and Ca2+-dependent inactivation inhibitor domain binding in CACNA1D, Förster resonance energy transfer in living cells, …; HEK cells, CFP/YFP FRET ICDI-IQ, plate reader, 10 min; percent FRET-ratio fall versus neutral wells; inhibition, % at 12.3 µM; actives 0.098% (n = 340,000); AID 743397;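 active = mean replicate inhibition of at least 30% and at least 1% of replicates passing that level; inconclusive = only one of the two criteria is met; inactive = neither criterion is met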;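 also: 0% = median of the neutral control wells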
Shn3 inh set2: reduction of Shn3 3'UTR firefly luciferase signal, primary screen, Schnurri-3 inhibitor project, cell-based, Clone20 osteoblasts, set 2 | inhibition, % at 12.5 µM | AID 588674, 2011 | actives 0.52% (n = 360,000) | Clone20 osteoblast Shn3 3'UTR firefly luciferase, 24 h;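 active = mean inhibition of at least 75% with every replicate also reaching 75%; inconclusive = mean inhibition at least 75% but some replicate below; inactive = mean inhibition below 75%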;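 also: 0% = median of neutral control wells and 100% = pilot-screen positive control compound; some compounds past the cut are filed as inactive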
Peg3 prom inh: Peg3 promoter-driven luciferase inhibitors, primary screen, cell-based, HeLa, luciferase luminescence; HeLa PEG-Prom luciferase reporter, overnight; AID 588405, 2011; inhibition, % at 20 µM; actives 1.7% (n = 360,000);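 active = inhibition of at least 50% at 20 µM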
Vif imaging: HIV Vif self-association inhibitors, primary screen, imaging, HEK293T, single point; AID 602346, 2012; HEK293T cells, Vif self-association by quenched fluorescence, 24 h; inhibition, % at 7.49 µM; actives 0.35% (n = 340,000); in the data active = inhibition above about 50%, passing the limit was not always enough; inconclusive = no clear call, values can overlap the other calls; inactive = below about 31%; also: some results filed as inactive read as strong as hits
MITF TRPM1 inh: inhibitors of MITF-dependent TRPM1 promoter reporter, primary screen, cell-based, SK-MEL-5, single point, luciferase; SK-MEL-5 TRPM1 promoter luciferase, 24 h; inhibition, % at 12.5 µM; actives 0.83% (n = 330,000); AID 488899, 2010;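 active = mean inhibition across replicates of 60% or more, whatever share of single replicates reaches that level; inconclusive = some that reach 60%, reason not given; inactive = mean inhibition across replicates below 60%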; also: values of inactives mirror those of a sister screen read the other way
KKLEB tox: cytotoxicity in KKLEB CF airway cells, primary screen, cytotoxicity control for CF NF-kB inhibitor project, cell-based, uHTS, fluorescence assay plates; actives 0.36% (n = 360,000); AID 602141, 2011; activity change (cytotoxicity), % at 5 µM; KKLEB CF airway cells viability, ATPlite luminescence, overnight; stronger effect = lower value; cells stimulated with P. aeruginosa culture filtrate;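 active = corrected activity change at or below -50% at 5 µM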
NR2E3 ag-2: NR2E3 agonists in two-hybrid cells, primary screen, cell-based, luminescence, CHO-S, Gal4-NCOR/VP16-NR2E3 | luciferase | inhibition of corepressor binding, % at 3.98 µM | actives 0.35% (n = 360,000) | AID 602229, 2012;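 active = inhibition above the mean of all tested compounds plus 3 SD, cut at about 70% in these data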;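 also: 0% = DMSO with NR2E3 transfected cells and 100% = cells lacking NR2E3 construct; higher means lower luciferase signal from less NR2E3 corepressor binding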
Active calls of the source: *; ? = inconclusive; · = no result given.

Codes: A = NR2E3 ag-1; B = HIF-2a inh; C = PDI inh; D = CF NFkB block; E = CaV13 FRET inh; F = Shn3 inh set2; G = Peg3 prom inh; H = Vif imaging; I = MITF TRPM1 inh; J = KKLEB tox; K = NR2E3 ag-2
Oc1cccc(/C=N/Nc2ccc(Cl)nn2)c1O
  A: 7	B: -58	C: 7	D: -4	E: -20	F: 67	G: 30	H: 27	I: 12	J: 10	K: -28
Cc1csc(SCC(=O)Nc2ccccc2C)n1
  A: 2	B: -34	C: -6	D: 4	E: -7	F: -6	G: -20	H: 4	I: -5	J: 1	K: -7
COc1ccccc1NC(=O)c1cc(C(=O)Nc2ccccc2OC)cc([N+](=O)[O-])c1
  A: 0	B: 3	C: -8	D: 1	E: -19	F: 0	G: 16	H: -18	I: 7	J: -3	K: -3
CC(C)Nc1ncnc2c1ncn2[C@H]1CN(Cc2ccccc2)C[C@@H](CO)O1
  A: ·	B: 2	C: 6	D: -10	E: -2	F: -20	G: 9	H: -8	I: ·	J: -6	K: 9
CC1(NC(=O)Cc2csc(-c3cccc(Cl)c3)n2)CCS(=O)(=O)C1 (stereo unspecified)
  A: 0	B: 3	C: -9	D: -4	E: -3	F: -3	G: -9	H: -2	I: -3	J: -3	K: -6
COc1ccc(Cc2c(-c3ccc(C)cc3)nc3cc(C)c(Br)c(C)n23)c(C)c1
  A: ·	B: -38	C: ·	D: 10	E: -3	F: -8	G: -8	H: ·	I: ·	J: -8	K: -108
COc1ccccc1N1CCN(S(=O)(=O)CCNC(=O)CC2CCCC2)CC1
  A: ·	B: 11	C: 9	D: -2	E: -4	F: 23	G: 6	H: 8	I: ·	J: 6	K: 14
Cc1ccccc1OCCSc1nnc(-c2ccncc2)n1C
  A: 1	B: 5	C: 2	D: 11	E: ·	F: 0	G: -3	H: 7	I: 7	J: 6	K: -19
Cc1cc(S(=O)(=O)N2CCN=C2c2ccccc2)c(Cl)cc1Cl
  A: 0	B: 11	C: 8	D: -20	E: -3	F: -3	G: -5	H: 1	I: 3	J: 7	K: -6
Cc1ccc(S(=O)(=O)N2CCOCC2)cc1C(=O)OCc1nnc(-c2ccccc2)o1
  A: -2	B: -35	C: 0	D: 23	E: -5	F: -26	G: -46	H: -3	I: 10	J: -16	K: 10

The list goes on:
Codes: A = NR2E3 ag-1; B = HIF-2a inh; C = PDI inh; D = CF NFkB block; E = CaV13 FRET inh; F = Shn3 inh set2; G = Peg3 prom inh; H = Vif imaging; I = MITF TRPM1 inh; J = KKLEB tox; K = NR2E3 ag-2
O=C(CSc1ccc2nnc(-c3ccccn3)n2n1)NCc1ccco1
  A: -2	B: 17	C: 6	D: 0	E: -6	F: -9	G: -1	H: -3	I: -10	J: 7	K: 6
CCN(Cc1ccccc1)C(=O)COc1ccccc1
  A: 2	B: -4	C: 1	D: 3	E: -4	F: -3	G: 7	H: -3	I: -10	J: -3	K: -6
O=C(COC(=O)COc1ccc(Cl)cc1)NC1CCCC1
  A: -1	B: 8	C: 2	D: -15	E: -5	F: -20	G: 3	H: 11	I: 2	J: 17	K: 14
O=C(/C=C/C=C/c1ccccc1)CC1(O)C(=O)N(CCc2ccccc2)c2ccccc21 (stereo unspecified)
  A: 1	B: 17	C: 0	D: 6	E: -3	F: -8	G: 15	H: ·	I: -6	J: 4	K: -17
CCC(c1nnnn1Cc1ccco1)N(CCc1ccccc1)Cc1cc2cc(C)ccc2[nH]c1=O (stereo unspecified)
  A: 0	B: 12	C: -8	D: -29	E: ·	F: 2	G: -2	H: -2	I: 11	J: 11	K: -10
O=C(N/N=C/c1ccncc1)c1ccccc1[N+](=O)[O-]
  A: -1	B: 22	C: 0	D: 23	E: 0	F: -33	G: 12	H: 5	I: 6	J: 8	K: 19
Cc1ccc(-n2nc3c(=O)n(CC(=O)NCc4ccccc4Cl)nc(C)c3c2C)cc1
  A: 2	B: -3	C: 3	D: 14	E: -3	F: 22	G: 7	H: -4	I: 21	J: 2	K: -7
C[C@H](CO)N1C[C@H](C)[C@@H](CN(C)S(C)(=O)=O)Oc2ccc(NC(=O)Cn3cnnn3)cc2C1=O
  A: ·	B: 2	C: 2	D: -1	E: -7	F: 11	G: 2	H: -2	I: 1	J: 1	K: -4
C=C(C)c1cccc(C(C)(C)NC(=O)N2CCCC(C)C2)c1 (stereo unspecified)
  A: -7	B: 13	C: -4	D: 13	E: ·	F: ·	G: 1	H: ·	I: 6	J: 0	K: -7
CC1=NN(c2ccc(Cl)cc2)C(=O)/C1=C\c1cccn1-c1ccc(S(N)(=O)=O)cc1
  A: -3	B: -66	C: 4	D: 22	E: -2	F: 24	G: -12	H: 28	I: 6	J: -12	K: -5

Next part:
Codes: A = NR2E3 ag-1; B = HIF-2a inh; C = PDI inh; D = CF NFkB block; E = CaV13 FRET inh; F = Shn3 inh set2; G = Peg3 prom inh; H = Vif imaging; I = MITF TRPM1 inh; J = KKLEB tox; K = NR2E3 ag-2
C#CCOCCOCCOCCNc1nc(N2CCN(C(=O)[C@H](CCCCN)n3cc(CN)nn3)CC2)nc(N2CCN(C(=O)[C@H](CC(N)=O)n3cc(C(N)[C@H](C)CC)nn3)CC2)n1 (stereo partly specified)
  A: ·	B: 16	C: 10	D: 12	E: -3	F: -2	G: -5	H: 1	I: 2	J: 0	K: -24
Cc1cccc(OCc2nnc(SCC(=O)Nc3cccc(C(=O)N4CCOCC4)c3)n2C)c1C
  A: -3	B: -2	C: -6	D: -3	E: -8	F: 8	G: 3	H: -1	I: 8	J: 14	K: 9
COc1ccc(C(=O)Nc2nc(C)cc(C)n2)cc1
  A: -1	B: -4	C: 7	D: 7	E: 3	F: 9	G: 1	H: 5	I: 3	J: 2	K: -25
Cc1nn(C)cc1CN(C)C(=O)c1cc(-c2ccccc2)nc2ccc(Br)cc12
  A: 13	B: -9	C: 2	D: 6	E: -5	F: -10	G: 31	H: -11	I: -17	J: -7	K: -4
O=C(NNC(=S)Nc1ccc(F)cc1)C1[C@H]2CCCC[C@@H]12 (stereo partly specified)
  A: -3	B: -167	C: -9	D: -20	E: -16	F: ·	G: -96	H: 3	I: ·	J: -7	K: -16
Cc1noc(C)c1S(=O)(=O)N1CCC(C(=O)O)CC1
  A: 4	B: 11	C: 1	D: -28	E: -6	F: 8	G: 11	H: 3	I: 7	J: 16	K: -39
COC(=O)c1ccccc1-c1ccc(/C=C2\C(=O)N(c3ccccc3)N=C2c2ccccc2)o1
  A: 0	B: 24	C: -6	D: 14	E: -4	F: 0	G: 23	H: 3	I: 2	J: -10	K: -22
CN1OC[C@@H]2CN(C(=O)c3cccc4ccccc34)[C@H](c3ccc(N4CCCCC4)cc3)C[C@@H]21
  A: ·	B: 2	C: ·	D: -18	E: -6	F: -9	G: 1	H: 3	I: ·	J: 0	K: -13
O=C1C=C(c2ccc(Cl)nc2)C[C@@H](c2ccc3c(c2)OCO3)C1
  A: 3	B: -31	C: -2	D: 14	E: -6	F: -11	G: -7	H: ·	I: -14	J: -6	K: -1
COc1ccc(C)cc1NC(=O)COC(=O)c1c(C)nn(-c2ccccc2)c1C
  A: 3	B: -34	C: -4	D: 12	E: -3	F: 29	G: 13	H: -6	I: -22	J: -20	K: 35

Whole records, quoted from the list. Values in the order: NR2E3 ag-1	HIF-2a inh	PDI inh	CF NFkB block	CaV13 FRET inh	Shn3 inh set2	Peg3 prom inh	Vif imaging	MITF TRPM1 inh	KKLEB tox	NR2E3 ag-2
COC(=O)c1ccccc1-c1ccc(/C=C2\C(=O)N(c3ccccc3)N=C2c2ccccc2)o1 in the list: 0	24	-6	14	-4	0	23	3	2	-10	-22
Cc1noc(C)c1S(=O)(=O)N1CCC(C(=O)O)CC1 in the list: 4	11	1	-28	-6	8	11	3	7	16	-39
Cc1cccc(OCc2nnc(SCC(=O)Nc3cccc(C(=O)N4CCOCC4)c3)n2C)c1C in the list: -3	-2	-6	-3	-8	8	3	-1	8	14	9

The listing continues:
Codes: A = NR2E3 ag-1; B = HIF-2a inh; C = PDI inh; D = CF NFkB block; E = CaV13 FRET inh; F = Shn3 inh set2; G = Peg3 prom inh; H = Vif imaging; I = MITF TRPM1 inh; J = KKLEB tox; K = NR2E3 ag-2
CCOC(=O)CN1C(=O)N[C@H](c2ccc(Br)cc2)C(C(C)=O)=C1C
  A: 1	B: 4	C: 6	D: -3	E: -12	F: -26	G: -15	H: 2	I: -3	J: 6	K: -11
CCOC(=O)N1CCN(C(=O)C2CCC(=O)N(CCCc3ccccc3)C2)CC1 (stereo unspecified)
  A: ·	B: 5	C: -27	D: -12	E: ·	F: -18	G: -4	H: 3	I: 4	J: 5	K: -14
Cc1ccc(OCCNC(=O)[C@H]2O[C@@H](n3cnc4c(N)ncnc43)[C@H](O)[C@@H]2O)cc1C
  A: ·	B: 0	C: ·	D: -17	E: -7	F: 24	G: 12	H: 3	I: ·	J: -15	K: 4
CCC(SC1=N/C(=C/c2ccccc2)C(=O)N1c1ccccc1)C(=O)Nc1cc(C)on1 (stereo unspecified)
  A: 5	B: 4	C: -6	D: 12	E: -3	F: -13	G: 12	H: -8	I: -2	J: 1	K: 0
COc1cc2c(cc1OC)C(c1ccc(C(F)(F)F)cc1)CC(=O)N2 (stereo unspecified)
  A: 2	B: 9	C: 2	D: -2	E: -4	F: 6	G: 7	H: 4	I: 3	J: 3	K: -10
OC1(C2(O)CC(c3ccccc3)ON2)CCCCC1 (stereo unspecified)
  A: 3	B: 13	C: -1	D: 12	E: -5	F: 0	G: 20	H: ?	I: -3	J: -6	K: -8
Cc1ccc(-c2n[nH]c(=O)c3ccccc23)cc1S(=O)(=O)NCC1CCCO1 (stereo unspecified)
  A: 4	B: 15	C: 5	D: 6	E: -3	F: 19	G: 16	H: -13	I: 40	J: 0	K: -7
COc1ccc(S(=O)(=O)N2CCCOC2CNC(=O)C(=O)NCCCn2ccnc2)cc1OC (stereo unspecified)
  A: -2	B: 21	C: 0	D: -4	E: 3	F: -32	G: 4	H: 9	I: -3	J: -9	K: -22
